# Screening data (PubChem BioAssay)
# KCC2 mod – modulators of human KCC2 chloride dependent transport; B-score of Tl+ flux slope (higher = more flux/activation; lower = inhibition) at 10 µM; 190,000 compounds, 2.2% hits; KCC2 cells, thallium flux FluoZin-2 fluorescence; Q9H2X9;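 active means thallium flux slope and its plate-corrected score both differing from the plate sample mean at a set confidence after two filtering rounds, in either direction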;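 further: slope of fluorescence scaled to starting intensity during 10 to 20 s after thallium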
# Hck-Nef inh – inhibitors of human Hck kinase activated by Nef; Recombinant Hck-YEEI plus Nef, Z-Lyte FRET kinase assay; inhibition, % at 20 µM; 220,000 compounds, 0.68% hits;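 active means Hck-Nef kinase inhibition above about 50%, limit read from the data; inactive means inhibition below that limit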;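 further: 0% = DMSO with Hck plus Nef and 100% = Hck alone without Nef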
# Target sequence (P08631 whole entry, looked up): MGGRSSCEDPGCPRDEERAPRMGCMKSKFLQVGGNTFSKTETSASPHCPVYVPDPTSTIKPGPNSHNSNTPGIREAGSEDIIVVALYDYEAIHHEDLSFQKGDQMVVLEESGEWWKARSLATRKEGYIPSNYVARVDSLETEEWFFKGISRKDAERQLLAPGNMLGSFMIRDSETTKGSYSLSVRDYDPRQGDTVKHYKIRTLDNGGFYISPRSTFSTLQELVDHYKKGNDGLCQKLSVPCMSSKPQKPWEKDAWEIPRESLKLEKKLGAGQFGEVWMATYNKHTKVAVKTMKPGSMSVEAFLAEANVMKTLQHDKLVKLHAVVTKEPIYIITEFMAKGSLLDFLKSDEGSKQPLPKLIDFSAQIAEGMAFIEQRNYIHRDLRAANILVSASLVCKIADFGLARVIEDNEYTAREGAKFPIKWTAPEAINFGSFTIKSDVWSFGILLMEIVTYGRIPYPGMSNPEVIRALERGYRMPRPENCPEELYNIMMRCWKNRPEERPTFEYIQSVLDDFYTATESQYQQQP
# TNF necrop inh – blocks TNF-alpha induced death of Jurkat FADD-/- cells | 220,000 compounds, 0.068% hits | AID 463075 | Jurkat FADD-/- TNF necroptosis rescue, ATP luminescence, 24 h; 0 = TNF only, 100 = no-TNF cells | activation (protection from cell death), % at 10 µM;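 active means activation, meaning protection from cell death, of at least 50% relative to plate controls; inactive means activation below 50%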;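 further: necroptosis triggered by 40 ng/mL TNF-alpha added together with compound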
# KLK5 inh – blocks human kallikrein 5 protease activity; recombinant hK5, fluorogenic AMC substrate cleavage; inhibition, % at 5 µM; 210,000 compounds, 0.59% hits;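 active means inhibition of 40% or more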;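 further: 0% = enzyme controls without compound and 100% = no-enzyme blanks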
# Target sequence (Q9Y337 67-293 limits assumed): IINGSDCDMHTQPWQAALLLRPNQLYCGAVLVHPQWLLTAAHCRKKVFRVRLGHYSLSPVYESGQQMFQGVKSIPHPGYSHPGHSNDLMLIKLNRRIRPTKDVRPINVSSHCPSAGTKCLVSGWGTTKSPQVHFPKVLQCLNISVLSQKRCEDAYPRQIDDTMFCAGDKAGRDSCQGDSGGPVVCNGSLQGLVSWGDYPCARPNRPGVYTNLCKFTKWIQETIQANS
# zVAD death inh – blocks zVAD induced death of L929 cells | L929 zVAD necroptosis rescue, ATP luminescence, 24 h; with zVAD 60 µM | AID 1377 | 220,000 compounds, 0.38% hits | viability rescue, % at 10 µM;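 active means activation, scaled between plate controls, above about 75%, limit read from the data; inactive means activation under that limit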;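 further: 0% = zVAD with DMSO and 100% = DMSO alone without zVAD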
# Thrombin inh – thrombin (human) inhibition | inhibition, % at 5 µM | alpha-thrombin, Boc-VPR-AMC fluorogenic substrate cleavage | 220,000 compounds, 0.26% hits | AID 1046;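 active means inhibition at or above 40%; inactive means inhibition below 40%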;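 further: 0% = enzyme with no compound and 100% = wells without enzyme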
#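 Material: human alpha-thrombin protein; Also added: Boc-VPR-AMC substrate, 15 µM final; Timing: enzyme reaction carried out at room temperature; Signal: fluorescence, ex 355 nm, em 460 nm; Measure: % inhibition of thrombin; Controls: enzyme without compound as high, wells lacking enzyme as low.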
# Rad51 HR inh – Rad51 (human) homologous recombination inhibition. Q06609. 200,000 compounds, 0.085% hits. inhibition, % at 10 µM. AID 1385. hRad51 DNA strand exchange, fluorescence dequenching;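 active means inhibition above 40% at the single screening dose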;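 further: 0% = DMSO control wells and 100% = blanks with heterologous ssDNA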
# Target sequence (Q06609 whole entry, looked up): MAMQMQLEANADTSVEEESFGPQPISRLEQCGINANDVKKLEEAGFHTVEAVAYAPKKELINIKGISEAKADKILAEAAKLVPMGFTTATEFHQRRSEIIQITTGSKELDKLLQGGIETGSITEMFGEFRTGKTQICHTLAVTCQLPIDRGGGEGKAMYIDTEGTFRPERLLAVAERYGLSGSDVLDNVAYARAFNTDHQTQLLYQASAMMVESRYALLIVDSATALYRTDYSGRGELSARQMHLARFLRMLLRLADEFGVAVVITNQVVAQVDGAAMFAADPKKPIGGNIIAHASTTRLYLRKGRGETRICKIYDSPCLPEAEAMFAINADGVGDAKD
#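 Test system – preformed human Rad51 ssDNA filaments · Reagent – Donor/quencher-labelled 47-bp dsDNA substrate · Incubation – 37 °C 15-min filament assembly, 30-min compound preincubation, 15-min exchange · Signal – FRET fluorescence dequenching, excitation 485 nm, emission 520 nm · Read-out – percent inhibition from fluorescence, normalised to plate control and blank means · Benchmarks – plate control and blank wells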
# FXIIa inh – factor XIIa (human) inhibition | purified FXIIa, Boc-QGR-AMC fluorogenic substrate, 2 h | inhibition, % at 5 µM | P00748 | 220,000 compounds, 0.3% hits; in the data active means inhibition above about 40%;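 further: 0% = enzyme with no compound and 100% = blank without enzyme; many of its hits are not listed in these tables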
# FXIa inh – blocks human coagulation factor XIa protease activity. P03951. purified FXIa, Boc-Glu-Ala-Arg-AMC fluorogenic substrate. inhibition, % at 5 µM. 220,000 compounds, 0.14% hits;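 active means inhibition of at least 40%; inactive means inhibition below 40%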;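 further: fluorescence of freed AMC excited at 355 nm; 0% = enzyme without compound and 100% = no enzyme blank; many of its hits are not listed in these tables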
# Numbers without * were called inactive; . = no result given; + = active, no number. An excerpt, so the mix of outcomes need not match the whole.
SMILES,KCC2 mod,Hck-Nef inh,TNF necrop inh,KLK5 inh,zVAD death inh,Thrombin inh,Rad51 HR inh,FXIIa inh,FXIa inh
CCc1ccc(NC(=O)CSCCN2C(=O)c3ccccc3C2=O)cc1,-0.39,5,0.8,-4,0.0,-6,-1,7,7
Fc1ccc(C(c2nnnn2Cc2cccs2)N2CCN(C3CCCC3)CC2)cc1 (stereo not drawn),-0.82,5,1.3,4,-0.2,-1,-6,12,13
Cc1ccc(-n2nc3ccc(NC(=O)c4ccc5c(c4)OCO5)cc3n2)cc1,0.52,2,0.1,-3,-0.1,-2,-5,13,0
COc1ccc2cc(CN(Cc3cccnc3)S(=O)(=O)c3ccccc3)c(=O)[nH]c2c1,-0.43,-3,-3.0,-15,0.1,3,-4,19,4
O=S(=O)(c1ccc2c(c1)OCCO2)N1CCc2ccccc21,-0.062,21,0.0,-9,1.1,-2,5,6,20
COc1ccccc1N(CC(=O)Nc1c(C)n(C)n(-c2ccccc2)c1=O)S(=O)(=O)c1ccc(C)cc1,-0.8,4,-0.7,.,-0.7,11,.,12,3
CCN(CCNC(=O)C1CCN(Cc2nc(-c3cccc(Cl)c3)oc2C)CC1)c1ccccc1,-0.031,1,-13,-7,1.2,-17,1,5,-8
COc1ccc(CCNC(=O)c2ccc(CN3CCOCC3)cc2)cc1,.,-1,1.2,-6,0.1,0,-3,34,5
Cc1cc(C(=O)N[C@@H](c2ccccc2)[C@]2(C)C[C@H]2[C@@H](C)C(=O)Nc2ccc3ccccc3c2)no1,-0.86,-6,4.0,-4,7.3,-1,4,15,6
COCc1cc(/C=N\NC(=O)COc2ccccc2)ccc1OC,0.014,1,0.6,-6,0.2,-3,24,5,6
CC(C)(C)c1ccc(C(=O)NNC(=O)c2cccc(Br)c2)cc1,0.013,1,-0.7,-29,0.9,9,-4,-1,-6
O=S(=O)(c1ccccc1)n1ccc2ccccc21,-1,2,-0.4,-5,0.2,-4,9,-3,-7
O=c1[nH]cnc(O)c1C(c1ccc2c(c1)OCO2)c1c(O)nc[nH]c1=O,-0.018,23,1.6,3,1.9,-11,2,5,-1
O=C(Nc1ccn(Cc2ccc(F)cc2)n1)c1ccncc1,-1.1,0,-0.9,-9,-0.3,4,2,6,4
CCn1c(SCC(=O)Nc2cc(NC(C)=O)ccc2OC)nnc1-c1ccccn1,0.078,-2,0.1,-3,0.3,-3,-8,0,14
COc1cc2[nH]c(=S)nc(NCc3cccs3)c2cc1OC,0.25,1,0.1,.,-0.4,-8,19,4,-1
Cc1ccccc1-n1c(=O)c(C#N)cc2c(=O)n3ccccc3nc21,-0.39,+,-4.4,-34,0.4,-60,-3,-17,-13
Cc1ccc(S(=O)(=O)N(CC(=O)NCCSC2CCCCC2)c2ccccc2F)cc1,0.72,0,-2.5,0,0.1,-7,-4,-5,-8
CCOC(=O)C1=C(c2ccccc2)NC(=O)NC1c1ccc(OCC#N)c(OC)c1 (stereo not drawn),-0.46,4,-1.0,0,0.4,4,-3,11,12
O=C(Cn1cc2c(n1)CCCC2)NCc1cccc(Cl)c1,0.17,-8,1.9,-16,0.3,3,-7,11,3
CCOC(=O)C1(Cc2cccc(Cl)c2)CCCN(C(=O)C2CC2)C1 (stereo not drawn),-0.081,6,-0.8,.,-1.1,2,30,10,2
Cc1cc(C)n(CCNC(=O)CC2C(=O)NCCN2Cc2ccccc2C(F)(F)F)n1 (stereo not drawn),0.083,5,0.3,3,0.5,-7,.,1,-3
Brc1ccc(-n2cccc2/C=N/n2cnnc2)cc1,0.42,1,-0.1,14,0.0,-1,.,10,-2
Cc1cc(C)nc(SCc2nnc(SCC(=O)Nc3nccs3)n2Cc2ccco2)n1,-1.8,3,-0.3,-6,-0.5,-1,6,10,0
CC(=O)Nc1cccc(C(=O)N/N=C/c2ccc(F)cc2)c1,0.14,4,0.1,-24,1.0,-10,-3,-4,-12
CCN(CC)c1ccc(NC(=O)CCCCCN2C(=O)c3ccccc3C2=O)cc1,0.59,2,0.3,6,28,1,-3,-1,1
CCOc1cc(NC(=S)NCc2ccco2)c(OCC)cc1NC(=O)C1CC1,1,4,1.3,-1,1.3,2,.,12,8
COc1ccc(/C=N/N2CCN(C3c4ccccc4-c4ccccc43)CC2)cc1O,0.35,3,0.9,-21,0.0,0,0,13,0
COc1ccc(C(=O)COc2ncnc3cc(Cl)ccc23)cc1,0.22,15,-0.1,-3,0.1,-10,-7,2,-5
COCC(=O)Nc1c(C(=O)Nc2cccc(OC)c2)oc2ccccc12,.,0,-3.6,29,0.4,4,-3,17,-9
Cn1c(=O)c2c(nc(-n3ccnc3)n2C)n(C)c1=O,0.81,0,0.1,-22,0.7,1,3,8,-9
CCOC(=O)c1c(C)[nH]c(C(=O)COC(=O)c2cnc(C)cn2)c1C,-0.27,4,-0.6,11,0.9,-5,4,5,-5
Cc1cc(N)n(-c2ccc(S(=O)(=O)N3CCCC3)cc2[N+](=O)[O-])n1,-0.032,9,0.7,2,-0.6,-4,5,4,0
Cc1cc(-c2ccco2)n(CC(=O)NCCN(C)C)n1,-0.03,-1,0.9,-24,0.4,-6,7,5,1
CCCNC(=O)OCC12CC3CC(CC(C3)C1)C2,1.4,-1,1.4,-4,5.2,-13,-1,-1,-1
CCOC(=O)c1cnc(SCc2cccc(C)c2)nc1N,-0.71,-1,-0.2,4,0.0,0,4,9,1
COc1cc2cc(C(c3nnnn3C3CCCC3)N3CCc4ccccc43)c(=O)[nH]c2cc1OC (stereo not drawn),.,1,2.2,-9,1.3,1,.,1,-3
NNC(=S)Nc1ccccc1Cl,0.29,0,-1.1,-6,-0.8,-5,7,3,-4
Cc1nn2c(-c3cccnc3)ccnc2c1-c1ccccc1,0.051,2,1.3,-4,0.9,3,.,14,12
COC(/C=C/Nc1ccc(C)c(C)c1)=C(C#N)C#N,.,1,0.0,-4,-0.3,-4,-45,3,-8
c1ccc(Nc2ncnc3sc4c(c23)CCC4)cc1,-0.72,4,-6.3,-13,-0.1,2,2,21,3
CCc1ccc(NC(=O)CSc2nnc(SCC(=O)Nc3ccc(CC)cc3)n2N)cc1,0.74,6,1.0,7,0.4,-2,-4,8,-6
Cc1ccc(C(=O)N2CC(C)OC(C)C2)cc1[N+](=O)[O-] (stereo not drawn),.,21,1.1,12,-0.3,-12,7,2,-3
CCC1Oc2ccc(C)cc2N(Cc2cccc(C)c2)C1=O (stereo not drawn),0.34,-1,0.0,-3,-0.4,-6,2,-3,-11
O=[N+]([O-])c1ccc(C[n+]2cc(-c3ccc(Cl)c(Cl)c3)n3c2CCCCC3)cc1,-0.81,13,0.6,1,0.4,-3,-14,2,0
CC(=O)C1=C(O)C(=O)OC1c1ccc(C)cc1 (stereo not drawn),0.32,14,2.5,-1,1.4,-3,10,5,-2
COCCn1c(SCC(=O)Nc2cc(Cl)ccc2OC)nc2c(c1=O)SC(C)C2 (stereo not drawn),-0.84,0,-1.0,-7,-0.6,-2,4,17,5
O=c1oc(-c2cccs2)nc2sc3c(c12)CCCCC3,.,1,0.4,.,1.1,.,5,.,.

# Looked up above.
# NNC(=S)Nc1ccccc1Cl @ Rad51 HR inh: 7
# c1ccc(Nc2ncnc3sc4c(c23)CCC4)cc1 @ zVAD death inh: -0.1

# Next section.
SMILES,KCC2 mod,Hck-Nef inh,TNF necrop inh,KLK5 inh,zVAD death inh,Thrombin inh,Rad51 HR inh,FXIIa inh,FXIa inh
C=CCn1c(SCC(=O)O)nnc1-c1cccc(Cl)c1,-0.37,1,-0.3,-27,0.2,-19,9,5,-9
Cc1ccc(-c2cc(C(=O)N/N=C/c3c(C)nn(C)c3C)c3ccccc3n2)c(C)c1,0.97,11,-1.3,-5,-0.1,6,6,9,-8
Nc1nc(-c2ccccc2)c(N=Nc2cccc3ccccc23)s1,0.081,-3,-3.3,15,-0.3,-2,9,12,11
COc1cc(OC)c(OC)cc1CN1CCN(Cc2ccc(SC)cc2)CC1,-0.016,19,0.7,-2,0.3,-4,-9,8,7
Cc1ccc2nc(SCC(=O)c3ccc4c(c3)NC(=O)CO4)[nH]c2c1,0.09,1,1.4,.,0.4,-4,.,7,-4
O=C1c2ccccc2NC(c2cccc(F)c2)N1Cc1ccco1 (stereo not drawn),-1.2,3,-1.8,-2,-0.5,0,13,9,-6
Cc1c(NC(=O)C2(c3ccc(Cl)cc3)CCCC2)c(=O)n(-c2ccccc2)n1C,-0.017,-12,-0.9,4,0.3,4,-4,10,-2
CCS(=O)(=O)N1Cc2ccccc2CC1C(=O)NCC12CC3CC(CC(C3)C1)C2 (stereo not drawn),0.024,-1,-2.0,-4,0.0,3,-3,7,0
Cc1nc(CCN2C(=O)c3ccccc3C2=O)n[nH]1,-0.0091,8,-0.5,-8,0.8,-2,1,-5,-3
CCOC(=O)c1c(C)nc2sc3c(c2c1-c1ccc(OC)cc1)NC(c1ccc(OC)cc1)NC3=O (stereo not drawn),-0.62,0,-4.1,-131,-0.1,-5,-8,11,9
COC(=O)c1ccc(NC(=O)CN2C(=O)CSC2=O)cc1,0.41,1,-1.2,-4,0.1,-5,-5,2,2
Cc1ccccc1NC(=O)c1ccc(S(=O)(=O)N(C)C)cc1,.,0,0.7,-4,0.1,0,-4,10,1

# Printed as active in Hck-Nef inh, among the entries above:
Molecule,KCC2 mod,Hck-Nef inh,KLK5 inh,Thrombin inh,FXIIa inh,FXIa inh
Cc1ccccc1-n1c(=O)c(C#N)cc2c(=O)n3ccccc3nc21,-0.39,+,-34,-60,-17,-13

# Remaining list, next part
SMILES,KCC2 mod,Hck-Nef inh,TNF necrop inh,KLK5 inh,zVAD death inh,Thrombin inh,Rad51 HR inh,FXIIa inh,FXIa inh
COc1ccc2[nH]c3c(=S)nc[nH]c3c2c1,.,30,-1.4,3,1.2,-14,6,5,-2
O=C(NCCc1c[nH]c2ccccc12)C(=O)Nc1ccccc1,0.0051,19,0.6,-2,0.6,-1,3,5,1
CCOC(=O)N/N=C/c1ccc(N2CCOCC2)s1,0.32,1,0.8,-4,0.7,-4,1,1,-4
CCC1(C)Cc2c(sc3[nH]c(=S)n(Cc4ccccc4)c(=O)c23)CO1 (stereo not drawn),36*,4,-1.6,2,-0.2,-17,11,-2,2
Cc1ccc(-c2nn(CCC(=O)O)cc2CCC(=O)O)cc1,0.36,-3,-1.8,-3,-0.3,5,-1,11,8
CC(C)Oc1ccc(C(=O)NC(C)(C)CO)cc1,2,5,1.4,-7,0.5,-11,5,11,-4
Oc1ccccc1N1CCN(CC(O)COCc2ccccc2Cl)CC1 (stereo not drawn),-1.7,21,1.3,-2,0.5,9,4,0,-7
CCOC(=O)C1=C(CN2CCN(CCC#N)CC2)NC(=O)NC1c1ccc2c(c1)OCO2 (stereo not drawn),1.3,18,1.4,-12,0.3,-2,23,-1,-7
O=C(NC(=S)Nc1ccccc1N1CCOCC1)c1sc2ccccc2c1Cl,3,1,-0.5,-3,-1.2,-5,-3,9,-2
COc1ccc(OCCCC(=O)Nc2cccc([N+](=O)[O-])c2)cc1,-0.31,-2,1.7,-6,1.1,-9,0,-3,-5
OC(CN1CCN(c2ccccc2)CC1)c1ccc2c(c1)CCN2 (stereo not drawn),0.78,21,-0.9,-4,0.7,-2,-9,-2,-17
